# Compound activity (PubChem)
# A549 tox: A549 cytotoxicity, counter-screen for Nrf2 inhibitors | A549 ARE-Fluc cells, CellTiter-Fluor viability, 18-24 h | Potency, µM (titrated, usually from 46 µM), for the others: at the top dose activity change, negative = cytotoxicity, hits mostly inhibitors | actives 0.16% (n = 390,000); note: % is set by controls: 0 for no effect and ±100 for the full control effect
#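 Cytotoxicity counterscreen: CellTiter-Fluor fluorescence was measured in A549 ARE_Fluc cells after 18-24 h of compound exposure in a concentration series. The subsequent BugLite luminescent read reports ARE-luciferase activity.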
# EPAC2 antagonist: EPAC2 (human) antagonism | actives 0.18% (n = 360,000) | EPAC2 GEF exchange of Rap1B-BODIPY-GDP, fluorescence | Potency, µM (series often up to 114 µM), inactives show at the top dose activity, negative = inhibition, hits mostly inhibitors; note: % is set by controls: 0 for no effect and ±100 for the full control effect; nearly all actives have a fitted effect of over 45% in size; many of its hits are not listed in these tables
# Target sequence (Q8WZA2 whole entry, looked up): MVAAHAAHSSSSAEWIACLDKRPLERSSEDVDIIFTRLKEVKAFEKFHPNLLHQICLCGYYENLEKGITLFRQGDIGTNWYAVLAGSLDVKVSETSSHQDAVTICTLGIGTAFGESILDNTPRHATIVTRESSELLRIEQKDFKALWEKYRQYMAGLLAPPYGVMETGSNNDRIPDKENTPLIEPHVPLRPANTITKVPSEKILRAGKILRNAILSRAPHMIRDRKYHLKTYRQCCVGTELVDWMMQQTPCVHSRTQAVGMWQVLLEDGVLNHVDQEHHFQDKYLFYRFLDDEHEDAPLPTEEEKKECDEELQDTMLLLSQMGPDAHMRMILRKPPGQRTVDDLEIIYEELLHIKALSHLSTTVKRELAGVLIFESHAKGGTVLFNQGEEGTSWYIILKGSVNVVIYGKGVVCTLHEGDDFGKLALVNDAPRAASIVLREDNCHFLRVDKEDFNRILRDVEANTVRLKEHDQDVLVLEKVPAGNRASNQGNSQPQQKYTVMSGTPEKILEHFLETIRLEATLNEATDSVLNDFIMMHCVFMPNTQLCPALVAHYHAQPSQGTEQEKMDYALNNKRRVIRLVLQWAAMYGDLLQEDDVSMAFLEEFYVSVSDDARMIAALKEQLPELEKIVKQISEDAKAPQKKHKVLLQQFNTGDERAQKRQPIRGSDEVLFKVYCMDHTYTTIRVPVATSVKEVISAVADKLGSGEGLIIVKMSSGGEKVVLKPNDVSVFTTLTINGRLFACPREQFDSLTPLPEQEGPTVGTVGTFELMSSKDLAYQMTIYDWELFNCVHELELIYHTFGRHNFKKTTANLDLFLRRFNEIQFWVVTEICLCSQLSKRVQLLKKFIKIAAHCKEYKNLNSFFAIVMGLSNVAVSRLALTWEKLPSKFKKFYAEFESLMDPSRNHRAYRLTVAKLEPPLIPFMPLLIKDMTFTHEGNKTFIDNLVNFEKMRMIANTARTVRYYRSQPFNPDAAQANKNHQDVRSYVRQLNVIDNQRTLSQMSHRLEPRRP
# Nrf2 block: blocks Nrf2 signaling | actives 2.1% (n = 360,000) | Potency, µM (titrated, usually from 46 µM), for inactives: at the top dose activity change, negative = inhibition, most hits filed as inhibitors | A549 ARE-Fluc reporter, luciferase luminescence, 18-24 h; note: % is set by controls: 0 for no effect and ±100 for the full control effect; nearly all actives have a fitted effect of over 60% in size
#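 Two sequential reads on A549 ARE_Fluc cells exposed to compound for 18-24 h: a CellTiter-Fluor fluorescence read for viability, then a luciferase luminescence read for Nrf2/ARE activity.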
# TGFb SMAD3 inh: TGF-b pathway inhibition; AID 588855; HepG2 CAGA-GFP TGF-b/SMAD3 reporter, GFP fluorescence, 18 h; TGF-beta stimulated, 500 pg/mL final; Potency, µM (doses to about 46.1 µM), inactives show at the highest dose activity, negative = inhibition, most hits filed as inhibitors; actives 1.2% (n = 410,000); note: % is set by controls: 0 for no effect and ±100 for the full control effect; nearly all actives have a fitted effect of over 65% in size
#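 HEPG2 CAGA-GFP reporter cells (1000/well, DMEM with 1% FBS) received compounds, then recombinant TGF-beta at 500 pg/mL final for 18 hours at 37 degrees C. Per-cell GFP summed per well was normalised to unstimulated and stimulated DMSO controls before curve fitting.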
# HepG2 viability: HepG2 cytotoxicity, counter-screen for TGF-b inhibitors; HepG2 CAGA-GFP viability, ATP luminescence, 18 h; Potency, µM (series often up to 46.1 µM), without a hit: at the highest dose activity change, negative = cytotoxicity, hits mostly cytotoxic; actives 0.76% (n = 410,000); note: some results filed as inactive show a strong effect at the top dose
#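 CellTiter-Glo luminescence gave cytotoxicity after 18 hours at 37 degrees C. The cells were HepG2 CAGA-GFP in 1% FBS DMEM, stimulated with 500 pg/mL TGF-beta after compound addition. %Activity was normalised to no-cell wells (complete cell-killing) and DMSO (no toxicity), and curves were fitted and classified.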
# MCF10A rereplic: DNA re-replication induction in MCF 10a cells | MCF 10A DNA re-replication, Hoechst nuclear intensity, 48 h | Potency, µM (series often up to 46.1 µM), for inactives: at the top dose activity, positive = re-replication, most hits filed as activators | actives 2.9% (n = 350,000) | AID 624296; note: % of control where 0% means no effect; nearly all actives have a fitted effect of over 50% in size
# ATXN2 expr inh: inhibitors of ATXN2 expression. Potency, µM (highest dose often 57 µM), without a hit: at the top dose activity change, negative = inhibition, most hits filed as inhibitors. AID 1745845. actives 0.72% (n = 360,000). HEK-293 ATXN2-luciferase reporter, luminescence, 24 h; note: % is set by controls: 0 for no effect and ±100 for the full control effect; nearly all actives have a fitted effect of over 55% in size
#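 qHTS (up to 57 uM final) was run with 24 h compound exposure of reporter cells at 37 °C. Each well was multiplexed: SteadyGlo luminescence measured ATXN2-luciferase expression after a fluorogenic Gly-Phe-AFC viability readout (25 uM final).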
# ATXN viability: cell viability loss in ATXN counter-screen; Potency, µM (series often up to 56.7 µM), usual class: cytotoxic; AID 651635; actives 0.49% (n = 400,000); S2 cells (HEK-293 line with an ATXN2-luciferase reporter) viability, CellTiter-Fluor protease fluorescence, 24 h; note: nearly all actives have a fitted effect of over 40% in size
# Nrf2 activator: activates Nrf2 signaling. Potency, µM (series often up to 46.1 µM), without a hit: top-dose activation, actives largely listed as activators. actives 0.31% (n = 410,000). AREc32 ARE-luciferase reporter (MCF7-derived line), luminescence, 24 h; note: % of control where 0% means no effect; nearly all actives have a fitted effect of over 65% in size
#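 Luminescent ARE reporter assay in AREc32_Fluc cells: overnight plating at 37 deg C, 24 hr compound incubation, Steady-Glo added, 30 min RT before reading.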
# Active calls of the source: *; i = inactive; ? = inconclusive; · = not tested or not shown; & = joins results of further samples; [ ] = another dose, or the depositor's remark. Calls come from the whole dose curve; as a rule, active = well fitted curve in the direction sought with a large enough effect; inconclusive = small, poorly fitted or top-dose-only effect, or another doubt; inactive = no such curve, though single readings can be large; an effect the other way counts as inactive or inconclusive. Potency is the fitted concentration of half-maximal effect. Some of the compounds tested, so the mix of outcomes need not match the whole.
SMILES,A549 tox,EPAC2 antagonist,Nrf2 block,TGFb SMAD3 inh,HepG2 viability,MCF10A rereplic,ATXN2 expr inh,ATXN viability,Nrf2 activator
CC(C)(C)N(Cc1ccccc1)C(=O)COC(=O)CCc1c[nH]c2ccccc12,2.0%,-4.7%,12.6%,-5.1%,-8.2%,-1.0%,-4.3%,i,-0.1%[9.22 µM]
CCOC(=O)C1=C(C(F)(F)F)Nc2ncnn2C1c1ccc(OC)cc1OC (configuration not stated),0.1%,-1.1%,-10.4%,-9.7%,-22.6%,5.0%,-6.2%,i,0.1%
CC(N)C(=O)NC(C(=O)N1CCCC1C(=O)NC(c1ccccc1)c1ccccc1)C(C)C (configuration not stated),7.1%,-6.3%,-24.5%,-1.4%,-21.7%,8.3%,-18.6%,i,-0.4%
CCOc1ccccc1NC(=O)COC(=O)C1CCC1,0.1%,-5.7%,-1.2%,-1.8%,0.2%,-1.8%,0.9%,i,-0.3%
Cn1ccnc1C(OC(=O)c1ccc(Cl)cc1)C(F)(F)F (configuration not stated),0.5%,-20.9%,-0.3%,2.1%,0.3%,-7.4%,-0.5%,i,-0.7%
CCN(CC)C(=S)Nc1cc(C(=O)OC)ccc1C(=O)OC,4.7%,2.9%,-3.5%,5.3%,4.5%,-10.3%,6.0%,i,-1.4%
CCC1Sc2ccccc2N(CC(=O)NC2CCCCC2)C1=O (configuration not stated),-6.6%,-0.4%,-15.7%,16.9%,-39.4%,-0.8%,-15.7%,i,-0.6%
CCCCOc1ccc(-c2ncc(C(=O)O)c(C)n2)cc1,0.9%,8.7%,·,13.8%,1.3%,0.5%,2.8%,i,-0.2%
CCn1ccnc1CNCc1cn(-c2cc(C)ccc2C)nc1-c1ccccc1,?,-1.1%[57.1 µM],?,-13.7%,-34.3%,-0.3%,·,?,-0.4%
O=[N+]([O-])c1ccc(C2=Nn3c(Cn4nnc5ccccc54)nnc3SC2)cc1,1.7%,1.5%,-19.2%,0.0%,-65.2%,21.6%,-14.0%,i,-0.2%
Cc1cc(C)cc(N2C(=O)CSC2c2ccccn2)c1 (configuration not stated),-7.8%,9.9%,-18.7%,6.9%,-4.5%,-0.7%,-8.9%,i,-0.9%
COc1ccc(Cl)cc1NC(=O)CSC1=NN2CCCC(=O)N=C2S1,-12.7%,?,23.1µM*,2.3%,5.9%,4.1%,?,?,1.7%
Cc1ccc(C2CC(c3ccc(Cl)cc3)n3nc(N)nc3N2)cc1 (configuration not stated),-1.5%,-25.9%,-0.3%,-0.9%,-1.4%,-5.3%,-12.0%,i,0.1%
CC1CN(c2ccc(Oc3ccccc3)cc2)c2nc3c(c(=O)n(CC(N)=O)c(=O)n3C)n2C1 (configuration not stated),-5.5%,?,-19.0%,20.6%,27.9%,3.0%,-6.1%,i,0.1%
CCOc1cccc2cc(C(=O)NCc3cccnc3)c(=O)oc12,-2.6%[1.84 µM],0.0%,8.5%,-16.6%,-3.7%,?,17.0%,i,3.1%
Cc1noc(C)c1C(=O)Nc1cc(S(=O)(=O)N2CCCCC2)ccc1N(C)C,0.3%,-2.7%,-6.4%,-1.9%,15.3%,0.1%,0.6%,i,1.4%
Cc1ccc(NC(=O)C2CCCN(C(=O)Nc3ccc(F)cc3)C2)cc1 (configuration not stated),-1.1%,-5.5%,1.7%,-28.1%,-4.2%,-0.3%,-9.8%,i,-0.8%
CCC1(C)COC(C)(CC(=O)NNC(=O)Nc2ccccc2)OC1 (configuration not stated),2.1%,4.2%,-12.1%,-2.1%,-4.8%,-4.2%,-11.1%,i,0.4%
O=c1nc(N2CCCCCC2)nc(N2CCCCCC2)[nH]1,-1.3%,-0.1%,-2.6%,0.8%,0.8%,0.7%,-4.5%,i,0.2%
CC(OC(=O)c1nsc(Cl)c1Cl)C(=O)NC1CCCCC1 (configuration not stated),4.4%,5.6%,2.7%,2.9%,-13.4%,4.2%,-12.5%,i,0.5%
CCOc1cc(N2CCOCC2)c(OCC)cc1NC(=O)C1CC(=O)N(c2ccccc2OCC)C1 (configuration not stated),0.7%,3.4%,-10.0%,-1.7%,-24.1%,2.1%,-4.7%,i,-0.7%
O=C(NC1CC1)c1cc(Cl)nc2ccccc12,0.5%,2.9%,3.0%,-3.0%,-15.1%,2.4%,-19.4%,i,-0.4%
Cc1cccc(Nc2ccccc2C(=O)O)c1C,0.9%,-10.0%,18.9%,-35.0%,-4.6%,?,9.7%&7.8%,i,1.8%
COc1cc(/C=N/NS(=O)(=O)c2ccc3ccccc3c2)ccc1OCCN1CCOCC1,0.2%,-0.2%,-13.6%,10.9%,-20.0%,0.7%,2.5%,i,0.2%
CCOc1cc(CNCCc2ccc(S(N)(=O)=O)cc2)ccc1OCC(=O)NC(C)(C)C,-12.8%,0.8%,·,1.9%,1.7%,7.2%,-8.0%,·,0.2%
Cc1cccc2c3c([nH]c12)CCNC3,-2.2%,5.6%,-4.2%,-14.3%,-13.3%,0.4%,-4.4%,·,0.0%
CCOC(=O)C(=CNc1ccc(Oc2cccnc2)nc1)C(=O)OCC,10.2%,-5.3%,15.5%,3.4%,-18.2%,1.9%,2.8%,i,2.5%
Cc1ccc(C(Sc2ccccc2)C(Cn2cncn2)C(=O)c2ccccc2)cc1 (configuration not stated),-17.5%,-0.3%,?,-1.6%,-34.8%,14.0%,?,i,?
Nc1c(C(=O)NCc2ccco2)sc2nc(N3CCOCC3)c3c(c12)CCCC3,-2.1%,-4.2%,-21.4%,-20.7%,-15.9%,?,-19.4%,i,-0.1%
O=C(Nc1nnc(CCOCCOCCc2nnc(NC(=O)c3ccco3)s2)s1)c1ccco1,-4.1%,-3.8%,-19.8%,-2.9%,5.6%,-0.2%,-14.0%,i,-0.5%
CCOCCCn1c(SCC(=O)Nc2ccc(C(C)C)cc2)nc2c(sc3ccccc32)c1=O,2.8%,·,·,-22.0%,-6.4%,·,-0.4%,i,-0.6%
O=C(CSc1n[nH]c(-c2ccccc2)n1)NC1CCCCC1,3.0%,-4.6%,0.1%,-11.3%,-22.4%,-2.4%,-9.7%,i,0.5%
Cc1nn(-c2ccccc2)c(Cl)c1/C=N/Nc1nnc(C)c(=O)[nH]1,27.4%,16.2%,-12.2%,14.2%,-6.8%,6.1%,32.2%,i,1.7%
COc1ccc(CC(=O)OCC(=O)Nc2ccc(Cl)c(S(=O)(=O)N(C)C)c2)cc1,0.6%,-3.7%,5.9%,7.3%,1.8%,-1.4%,-34.0%,i,0.1%
Cn1c(=O)n(C)c2cc3[nH]cnc3cc21,-5.7%,-1.2%,-1.8%,16.7%,-3.3%,-17.3%,42.9%[activator],i,3.0%
COc1ccc(CCNC(=O)COc2cc(O)c3c(c2)OC(C)(C)CC3=O)cc1,11.3%,-12.3%,13.1%,6.5%,-16.9%,1.3%,-7.3%,i,2.2%
COC(=O)c1ccc(C(=S)N2CCCCC2)cc1,2.8%,-12.6%,0.6%,-5.9%,0.8%,-20.6%,6.6%,i,0.8%
Cc1nc2c(Cl)c(C)nn2c2c1CCC2,-0.3%,5.9%,-8.1%,1.3%,-3.3%,-2.7%,-3.1%[2.22 µM],i,2.5%
CCOC(=O)c1scc(-c2ccc(C)cc2)c1S(=O)(=O)Nc1cc(OC)ccc1OC,8.6%,·,?,-49.2%,-28.1%,·,-15.5%,i,6.8%
C=CCNC(=O)c1ccccc1NC(=O)c1ccccc1SC,7.3%,-5.1%,0.6%,10.0%,-21.5%,0.4%,-17.9%,i,2.9%
Cn1sc(=O)c2cc(S(=O)(=O)NC3CC3)ccc21,6.4%,-3.2%,-8.9%,?,-53.5%,?,?,i,8.8%
CNC(=O)C1CCC(Cn2c(=O)c3sccc3n(CC(=O)NCc3ccccc3)c2=O)CC1 (configuration not stated),-0.7%,·,?,?,-14.6%,·,7.2%,?,0.2%
COc1cccc(CNC(=O)CSc2nc(=O)n(Cc3ccncc3)c3c2CCC3)c1,-1.3%,9.8%,-15.7%,0.0%,4.5%,-0.4%,7.4%,i,-0.1%
CC1(C)CC(NC(=O)c2sc3cc(Cl)ccc3c2Cl)CC(C)(C)N1,2.9%,2.0%,2.8%,25.2%,-36.0%,-25.6%,-23.3%,·,3.5%
CCCCN(CCO)CCCC,0.1%,5.2%,13.4%,-13.2%,-12.2%,-32.8%[inhibitor],3.0%,i,-1.3%
CC1=CC(C)(C)N2C(=O)C3(C(C#N)=C(N)Oc4cc(C)oc(=O)c43)c3cc(C)cc1c32 (configuration not stated),-8.7%,-9.1%,-17.5%,27.0%,-35.9%,7.0%,·,·,0.3%
O=C(Nc1ccc(Cl)cc1)N1CC=CCC1,-0.9%,10.3%,?,-8.7%,-26.8%,2.8%,37.3%[activator],?,0.5%
Cc1ccc(N(c2ncnc(N)c2[N+](=O)[O-])C2CCCCC2)cc1,-14.2%,-1.0%,?,-2.3%,-35.0%,?,2.6%,i,-0.4%
N#Cc1ccccc1CSc1nc(N)cc(N)n1,-3.1%,-2.4%,-1.4%,11.8%,-11.6%,2.0%,0.8%,i,1.7%
Cc1cc(NC(=O)CCC(=O)N(Cc2ccco2)C(C(=O)NC2CCCC2)c2ccccc2F)no1 (configuration not stated),-11.2%,0.0%,4.8%,-10.5%,16.0%,-2.6%,-8.6%,?,-0.4%

# Profiles as entered above:
# `CCN(CC)C(=S)Nc1cc(C(=O)OC)ccc1C(=O)OC` as listed: A549 tox = 4.7%; EPAC2 antagonist = 2.9%; Nrf2 block = -3.5%; TGFb SMAD3 inh = 5.3%; HepG2 viability = 4.5%; MCF10A rereplic = -10.3%; ATXN2 expr inh = 6.0%; ATXN viability = i; Nrf2 activator = -1.4%
# `Cc1ccc(N(c2ncnc(N)c2[N+](=O)[O-])C2CCCCC2)cc1` as listed: A549 tox = -14.2%; EPAC2 antagonist = -1.0%; Nrf2 block = ?; TGFb SMAD3 inh = -2.3%; HepG2 viability = -35.0%; MCF10A rereplic = ?; ATXN2 expr inh = 2.6%; ATXN viability = i; Nrf2 activator = -0.4%
